Screens deposited in PubChem BioAssay by Sanford-Burnham Center for Chemical Genomics.
Rat MKP-3 inhibitors = MKP-3 phosphatase inhibitors, primary screen, biochemical, rat enzyme, in vitro (AID 425); recombinant MKP-3 phosphatase activity, fluorescence; higher % means a stronger effect; inhibition, % at 20 µM, or IC50 in µM where a hit was titrated; hit rate 0.17% among 110,000; in the data active means inhibition above about 50%;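 further: plate controls were vehicle for no effect and reference inhibitor for full effect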
Hsp70 displacement = small molecules displacing fluorescent ligand from Hsp70 – biochemical, fluorescence polarization, primary screen (AID 583); Hsp70 fluorescence polarization probe displacement, mP; higher % means a stronger effect; one-dose displacement, % at 20 µM; IC50 in µM for titrated hits; hit rate 0.06% among 140,000; in the data active means displacement above about 50%;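 further: plate controls were vehicle for no effect and reference ligand for full effect; a part of the inactive calls stands beside numbers as strong as those of hits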
Starred values were filed as active, the others as inactive; / = not tested or not shown; & = joins results of further samples. An excerpt; the hit share may differ from the screen's.

| SMILES | Hsp70 displacement | Rat MKP-3 inhibitors |
| --- | --- | --- |
| COc1ccccc1C(=O)Nc1nnc(-c2ccco2)s1 | 8.0%&7.4% | 0.7% |
| CCCN1CCC(=NNC(=O)c2cccc(Br)c2)CC1 | 0.3% | 0.4% |
| COC(=O)c1ccc(OCc2nc(N)nc(N3CCOCC3)n2)cc1 | 1.3% | -7.1% |
| CC(C)NC(=O)Cn1c(SCC(=O)N2CCCc3ccccc32)nc2ccccc21 | -4.6% | -6.4% |
| CC(C)NC(=O)/C(=C/c1ccccc1)c1ccccc1 | -4.5% | 2.0% |
| Cc1nnc(N(Cc2ccco2)C(=O)c2cccc(C#N)c2)s1 | 2.9% | -4.8% |
| Cc1cc(O)ccc1NC(=O)c1ccccc1 | 0.1% | 0.9% |
| CCCCNS(=O)(=O)c1ccc(OC)c(Cl)c1Cl | -0.5% | / |
| O=C(Nc1ccc(Cl)cc1)c1ccc2c(c1)OCCO2 | -4.4% | -5.0% |
| Cc1n(CC(O)COC2CCCCC2)c2ccccc2[n+]1C (stereo not given) | -0.4% | / |
| Cn1c(=O)cc(OCC(=O)NC2CCCCC2)c2ccccc21 | / | -2.1% |
| CN1CCN(S(=O)(=O)c2ccc(-c3ccc(S(=O)(=O)N4CCN(C)CC4)cc3)cc2)CC1 | -4.5%&2.0% | -11.5%&0.0% |
| COCCCn1c(SCC(=O)Nc2cccc(C)n2)nnc1-c1ccco1 | 0.6% | 4.7% |
| Cn1c2c(c(=O)n(C)c1=O)CN(Cc1ccc3c(c1)OCO3)CN2 | -5.5% | 5.0% |
| COC(=O)C1=NN(C(=O)c2ccc(C)cc2)C(O)(c2ccc(Cl)cc2)C1 (stereo not given) | 0.8% | 3.6% |
| CCN(CC)S(=O)(=O)c1ccc2[nH]cc(C(=O)NCCc3ccccc3)c(=O)c2c1 | 1.2% | -2.1% |
| CCC(=O)Nc1ccc(-c2nc3ccccc3s2)cc1 | -3.0% | 4.8% |
| CCOC(=O)CC(=O)CSc1nc2ccc(C)cc2cc1C#N | -10.9% | -5.2% |
| Nc1cc(Cl)ccc1Oc1ccc(Cl)cc1 | -0.1% | / |
| CCOC(=O)c1cnn2c(C(F)F)cc(C3CC3)nc12 | 0.5% | 0.4% |
| NC1=NC(=O)C(CC(=O)Nc2ccc(Cl)cc2)S1 (stereo not given) | -0.7% | 3.6% |
| O=C(Nc1c(C(=O)NCc2ccccc2)cnn1-c1ccccc1)c1cccc(F)c1 | 0.2% | -4.3% |
| CC(NC(=O)c1ccc(Cl)cc1)C(=O)NC1=NCCS1 (stereo not given) | 5.4% | -0.5% |
| CCN(CC)C(=O)N1CCC(NC(=O)c2ccc(C(C)(C)C)cc2)CC1 | 0.8% | 6.0% |
| O=C(COc1ccc(Cl)cc1Br)N/N=C/c1cc(Cl)cc([N+](=O)[O-])c1O | 15.8% | 2.9% |
| CCn1c(SCC(=O)Nc2cc(C)on2)nc2sc3c(c2c1=O)CCCC3 | -8.7% | 2.5% |
| Cn1cc(Br)c(C(=O)NC2CCCCC2)n1 | -4.2% | -0.2% |
| CC(C)N(C(=O)CSc1ncnc2sc(-c3ccccc3)cc12)C(C)C | 6.1% | / |
| COc1ccc(C2CC(=O)C3=C(C2)Nc2ccccc2NC3c2ccc(C)cc2)cc1 (stereo not given) | -6.3% | 1.4% |
| CCOc1ccc(C(=O)NCC(C)C)cc1 | -5.5% | / |
| CC1(C)Cc2nc3sc4c(SCC(=O)NCc5ccco5)ncnc4c3cc2CO1 | 1.9% | 2.4% |
| O=C(/C=C/c1cccc([N+](=O)[O-])c1)Nc1ccc(-c2nc3ncccc3o2)cc1 | 2.4% | 2.9% |
| COc1ccc(C2=[N+]([O-])C(C)(C)N(O)C2(C)C)cc1 | 8.8% | -2.7% |
| CCC(Sc1nc(C)cc(=O)[nH]1)C(=O)Nc1nnc(C)s1 (stereo not given) | 1.8% | -5.3% |
| COc1cc2[nH]c3c(=O)n(CCN(C(C)C)C(C)C)cnc3c2cc1OC | -6.4% | -7.8% |
| O=C(Nc1ccc2c(c1)oc1ccccc12)c1cccc2ccccc12 | 4.7% | -5.2% |
| CCC1(c2cccc(Cl)c2)NC(=O)N(Cc2cc(C(=O)OC)c(C)o2)C1=O (stereo not given) | -1.9% | -16.1% |
| COc1ccccc1N1CCN(C(=O)COc2ccccc2)CC1 | 2.0% | -3.7% |
| COc1cc(/C=c2/sc3nc4ccccc4n3c2=O)cc(I)c1OCc1ccccc1 | 0.1% | -4.9% |
| CCCCC(=O)Nc1cc(N(C)C)nc2ccccc12 | 5.1% | -1.9% |
| CCOc1cc2[nH]c(=O)n(CCCCC(=O)N3CCCCCC3)c(=O)c2cc1OCC | 1.9% | -14.8% |
| CCOC(=O)CN1CC23C=CC(O2)C(C(=O)NCc2ccc(F)cc2)C3C1=O (stereo not given) | 3.0% | 2.3% |
| CCOc1cc(/C=C2\SC(=S)N(Nc3ccccc3)C2=O)ccc1O | -3.4% | 2.9% |
| COc1ccc(C(=O)N=Nc2c(O)[nH]c3c(C)cc([N+](=O)[O-])cc23)cc1 | 4.8% | 3.6% |
| COC(=O)c1sc(NC(=O)c2cc3c(s2)CCCC3)nc1C | -2.0% | -3.2% |
| COc1ccc2c(c1OC)C(=O)OC2Nc1cc(C)ccn1 (stereo not given) | 2.0% | -0.8% |
| CCCCn1c(SCC(=O)Nc2ccccc2C(F)(F)F)nc2ccsc2c1=O | -2.2% | / |
| Cc1cc(OCC(=O)Nc2ccc(-c3nc4ncccc4o3)cc2)ccc1Cl | -56.7% | 26.1% |
| COC(=O)c1c(NC(=O)c2cc3ccccc3o2)sc2c1CCC(C)C2 (stereo not given) | -3.4% | 4.6% |
| O=c1cc(CO)oc(C(Nc2ccccn2)c2ccc(F)cc2)c1O (stereo not given) | 1.5% | / |

Next section.
| SMILES | Hsp70 displacement | Rat MKP-3 inhibitors |
| --- | --- | --- |
| CCCOc1ccccc1C1NC(=O)c2c(sc3c2CCCC3)N1 (stereo not given) | 2.0% | 5.6% |
| Cc1nn(Cc2ccc(Cl)cc2)c(C)c1NC(=O)c1c(-c2ccccc2)noc1C | 3.9% | / |
| Cc1cccc(OCc2nnc(SCC(=O)Nc3cc(C)on3)n2C)c1 | 0.6% | -0.9% |
| O=C(CN1CCCN(Cc2ccc(F)cc2Cl)C1=O)NCc1ccccc1 | 3.5% | 7.9% |
| COc1cccc(C2C(C(=O)OCc3ccccc3)=C(C)Nc3ncnn32)c1OC (stereo not given) | -6.0% | -11.8% |
| CSc1nsc(SCC(=O)N2CCN(c3ccccc3)CC2)n1 | 9.8% | -8.3% |
| CCC(C)NC(=O)c1c(Cl)ccc(Cl)c1OC (stereo not given) | -1.8% | 0.6% |
| COc1ccc(-c2cc(C(=O)Nc3cccc(Cl)c3)c3ccccc3n2)cc1OC | 5.5% | -2.4% |
| Cc1ccc2nc(-c3ccc(F)cc3)oc(=O)c2c1 | -0.9% | 3.8% |
| COc1ccc(S(=O)(=O)Nn2cnnc2)cc1 | 1.5% | 0.8% |
| O=C(c1ccccc1F)N1CCN(C2CC3CCC2C3)CC1 (stereo not given) | -5.4% | 2.6% |
| Cc1ccc2cccc(OC(=O)c3ccc(Br)o3)c2n1 | 2.2% | -12.8% |
| O=S(=O)(c1ccc2c(c1)OCCO2)N1CCC(c2nc3ccc(Cl)cc3[nH]2)CC1 | 4.1% | -2.1% |
| Cc1cc2oc(=O)cc(Cn3ccnc3)c2cc1C | 1.5% | 3.9% |
| Cc1cc(C)c(C)c(S(=O)(=O)NCc2cccnc2)c1C | -4.5% | 4.0% |
| COc1ccc(-n2c(=O)c3ccccc3n(CC(=O)NC3CCCCC3)c2=O)cc1 | 3.1% | / |
| COc1ccc(C(=O)Nc2ccc(C(N)=O)cc2)cc1[N+](=O)[O-] | 0.1% | -4.0% |
| Oc1cccc(/C=N/Nc2ccccn2)c1 | 1.3% | 0.1% |
| CC1(C)Cc2c(ccc3ccccc23)C(c2cc3ccccc3oc2=O)=N1 | 0.1% | / |
| Cc1ccc(S(=O)(=O)N2CCN(C(=O)CN3CCc4ccccc4C3)CC2)cc1 | -3.2% | -6.9% |
| O=C(NCC(c1cccnc1)N1CCN(c2ccccc2F)CC1)OCc1ccccc1 (stereo not given) | / | -2.8% |
| CCc1ccccc1NC(=O)CN(c1ccc(OC)cc1)S(=O)(=O)c1ccc(C)cc1 | -1.0% | -2.8% |
| Cc1ccc(S(=O)(=O)N(Cc2ccccc2)c2ccccc2C(=O)Nc2c(C)n(C)n(-c3ccccc3)c2=O)cc1 | -0.3% | -1.3% |
| CCCOc1ccc(-c2cc(C(=O)N3CCCCCC3)c3ccccc3n2)cc1 | 5.7% | 1.1% |
| O=C(c1ccco1)N1CCN(S(=O)(=O)c2ccc3c(c2)CCN3C(=O)C2CC2)CC1 | -5.1% | 3.8% |
| CCc1cccc(CC)c1NC(=O)c1cccc(NC(=O)c2ccccc2)c1 | 1.1% | / |
| COc1ccccc1NCC(=O)N/N=C/c1ccccc1OCc1ccc(Br)cc1 | 0.9% | 4.3% |
| Cc1cc(C)nc(SCc2nnc(SCC(N)=O)n2Cc2ccco2)n1 | 2.3% | / |
| CCOC(=O)C1=NNC2C(=O)N(c3ccccc3C)C(=O)C12 (stereo not given) | -0.6% | 2.5% |
| CC1CCCCN1CC(=O)NCc1ccc2c(c1)OCO2 (stereo not given) | 0.2% | -6.2% |
| Cc1cccc(C)c1N1CCN(c2ccc3nnc(C(F)(F)F)n3n2)CC1 | 0.0% | / |
| COc1ccc(CNc2cccc(F)c2)cc1Br | -2.5% | / |
| COc1ccc(C2CC(c3ccc(OC)cc3)n3nc(NC(=O)c4ccco4)nc3N2)cc1 (stereo not given) | 3.7% | -3.9% |
| O=C(Nc1ccccc1C(=O)OC1CCOC1=O)c1ccco1 (stereo not given) | 3.2% | -11.2% |
| C=COCCNC(=O)Nc1ccc(Cl)cc1Cl | 5.6% | 4.7% |
| COc1cccc(NC(=O)c2cccc(C(F)(F)F)c2)c1 | -1.3% | 1.0% |
| Nc1nnc(SCC(=O)N2c3ccccc3CCc3ccccc32)s1 | 0.2% | -1.3% |
| C/C(=N\O)C1(C)N(O)C(C)(C)C(c2ccc(F)cc2)=[N+]1[O-] (stereo not given) | -2.0% | / |
| CCOc1ccc(NC(=O)Cn2nnc(-c3ccccc3NC(=O)C3CC3)n2)cc1 | 5.5% | -5.7% |
| COC(=O)c1nn(-c2ccccc2)nc1-c1nn(-c2ccccc2)nc1C(=O)OC | -0.6% | / |

Whole records, looked up by structure. Values in the order: Hsp70 displacement, Rat MKP-3 inhibitors
Cc1cc(C)c(C)c(S(=O)(=O)NCc2cccnc2)c1C is listed as -4.5%, 4.0%
CCC1(c2cccc(Cl)c2)NC(=O)N(Cc2cc(C(=O)OC)c(C)o2)C1=O (stereo not given) is listed as -1.9%, -16.1%
Cc1ccc2cccc(OC(=O)c3ccc(Br)o3)c2n1 is listed as 2.2%, -12.8%
O=C(Nc1ccccc1C(=O)OC1CCOC1=O)c1ccco1 (stereo not given) is listed as 3.2%, -11.2%

Continued.
| SMILES | Hsp70 displacement | Rat MKP-3 inhibitors |
| --- | --- | --- |
| CCCOc1ccccc1C1NC(=O)NC(C)=C1C(=O)OCCOC(C)C (stereo not given) | 4.1% | -11.3% |
| COc1ccc(OC)c(-c2cc(C(=O)Nc3c(C)nn(Cc4ccccc4C)c3C)no2)c1 | 1.3% | 7.6% |
| CCOC(=O)c1ccc(N2Cc3cc(C)c(C)cc3C2)cc1O | 4.7% | -7.7% |
| O=C(CC1SC(=Nc2ccccc2)N(c2ccccc2)C1=O)Nc1cccc(C(=O)O)c1 (stereo not given) | 0.7% | 1.5% |
| CC(=O)n1nc(C)c2c(-c3ccccc3)c3cc(Br)ccc3nc21 | 2.3% | 1.0% |
| COc1ccc(CNC(=O)Cn2c(=O)oc3ccccc32)cc1OC | -2.0% | / |
| CC(=O)c1cccc(NC(=O)CN2CCOCC2)c1 | -2.5% | 3.2% |
| CCc1nc(SCc2nnc(-c3ccc(C)cc3)o2)c2c(C)c(C)sc2n1 | -0.6% | / |
| Cc1cc(NC(=O)c2ccc3c(c2)C(=O)N(C2CCCCC2)C3=O)no1 | 3.3% | -3.4% |
| Cc1ccccc1NC(=O)C1CCCN(S(=O)(=O)c2cnc[nH]2)C1 (stereo not given) | 1.7% | -3.5% |
| Cc1cccc(N2C(=O)CC(Sc3nc(C)cc(C)n3)C2=O)c1 (stereo not given) | 6.1% | / |
| CCOC(=O)N1CCC(Nc2c(-c3ccccc3)c(=O)c2=O)CC1 | 6.6% | / |
| CCOC(=O)c1ccc(NC(=O)/C(=C\c2cccc([N+](=O)[O-])c2)NC(=O)c2ccccc2)cc1 | -4.3% | -0.6% |
| CCOC(=O)c1ccc2c(c1)nc(SCc1cn3ccsc3n1)n2CC | 1.2% | -16.6% |
| O=C(c1cc(C2CC2)on1)N1CCN(C(c2ccccc2)c2ccccc2)CC1 | 20.6% | -7.7% |
| Cc1cccc(-n2c(N)cc(=O)[nH]c2=S)c1C | 1.7% | -5.0% |
| CC(=O)c1cc(-c2ccccc2)n(CC(=O)N2CCC(N3CCCCC3)CC2)c1C | -3.1% | -4.2% |
| O=C(NC1CCCCC1)c1ccc(Cl)c(Cl)c1 | 8.2% | 1.0% |
| CNc1nc(OC)nc(N2CCOCC2)n1 | 4.7% | 5.5% |
| Cc1cc(-c2ccccc2)nc(N(C)NC(=O)c2cccc(C(F)(F)F)c2)c1S(C)(=O)=O | -3.3% | / |
| Cn1c(SCC(=O)N2CCCCC2)nnc1-c1ccc(S(=O)(=O)N2CCOCC2)cc1 | 0.6% | -2.3% |
| O=C(CSc1nc(-c2ccccc2)cc(=O)[nH]1)N1CCOCC1 | 8.6% | -10.3% |
| COC(=O)Nc1c(C(=O)OC)cc(OC)c(OC)c1OC | -1.9% | -5.7% |
| COC(=O)c1ccc(Nc2cc(C)nc3nc(C)nn23)cc1 | 6.4% | 7.6% |
| CC(C)N(C(=O)CSc1nnc(-c2cc3ccccc3cc2O)n1Cc1ccco1)C(C)C | 6.1% | -0.6% |
| O=C1c2ccccc2N2C(=O)c3ccccc3C2N1Cc1ccco1 (stereo not given) | 1.4% | -2.8% |
